# High-throughput results from PubChem.
# AGP1-GFP MLPCN – modulators of TOR pathway AGP1-GFP in S. cerevisiae | 320,000 tested, 0.02% active | AID 2066 | S. cerevisiae AGP1-GFP multiplex flow cytometry, 3 h; GFP as percent of DMSO wells | GFP response vs DMSO, % at 10 µM;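 active means GFP response relative to DMSO above a set limit, near screen average plus 3 SD, cut at about 150% in these data; inconclusive means fewer than 70 cells counted for the yeast strain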;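 further: median GFP channel fluorescence of the gated AGP1 strain per well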
# CIT2 TOR yeast – yeast TOR pathway CIT2-GFP modulation. S. cerevisiae CIT2-GFP strain, flow cytometry, 3 h; 100 means same as DMSO wells. AID 2029. GFP response vs DMSO, % at 10 µM. 320,000 tested, 0.065% active;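 active means GFP response relative to DMSO above a set limit, near the screen mean plus 3 SD, cut at about 150% in these data; inconclusive means Fewer than 70 cells measured for a yeast strain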;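 further: ratio of well median GFP fluorescence to mean of DMSO wells on the plate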
# GRK2 aptamer HTS – inhibitors of human GRK2 displacing RNA aptamer; P25098; bead flow cytometry, FAM-aptamer displacement from GRK2; inhibition of aptamer binding, % at 10 µM; 330,000 tested, 0.59% active;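 active means inhibition of aptamer binding above 40%, roughly 3 SD of noise, on plates passing a quality check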;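 further: median bead fluorescence of bound FAM aptamer so fluorescent compounds give negative values; no value below 0 was filed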
# Target sequence (P25098 whole entry, looked up): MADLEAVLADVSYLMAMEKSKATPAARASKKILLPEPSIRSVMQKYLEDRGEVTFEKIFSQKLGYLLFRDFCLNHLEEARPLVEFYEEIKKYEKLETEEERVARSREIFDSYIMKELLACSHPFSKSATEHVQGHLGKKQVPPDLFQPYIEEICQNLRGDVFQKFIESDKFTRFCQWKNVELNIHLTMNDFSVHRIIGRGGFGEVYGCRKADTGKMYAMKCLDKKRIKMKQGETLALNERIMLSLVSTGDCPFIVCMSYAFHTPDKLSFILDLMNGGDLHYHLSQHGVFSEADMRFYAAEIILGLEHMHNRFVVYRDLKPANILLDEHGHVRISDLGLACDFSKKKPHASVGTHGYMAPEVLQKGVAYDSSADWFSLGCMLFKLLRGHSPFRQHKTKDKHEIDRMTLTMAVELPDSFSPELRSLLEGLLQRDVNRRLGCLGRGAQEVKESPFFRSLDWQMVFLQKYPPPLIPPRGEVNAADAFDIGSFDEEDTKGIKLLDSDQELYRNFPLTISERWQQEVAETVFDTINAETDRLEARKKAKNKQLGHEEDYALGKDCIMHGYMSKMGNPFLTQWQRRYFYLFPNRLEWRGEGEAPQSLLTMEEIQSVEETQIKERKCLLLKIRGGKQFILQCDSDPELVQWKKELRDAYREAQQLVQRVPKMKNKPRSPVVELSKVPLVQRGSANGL
# JMJD2C inh – blocks human GASC-1 demethylase activity; Q9H3R0; GST-JMJD2C(1-420) H3K9me3 demethylation, DELFIA europium; inhibition, % at 2.35 µM; 330,000 tested, 0.069% active; AID 2099;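 active means more than half of a compound's replicate wells show inhibition beyond 50%, single wells judged on their own value; inconclusive means some, but no more than half, of replicates pass 50% inhibition; inactive means no replicate passes 50% inhibition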;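 further: signal counts dimethyl H3K9 product captured on neutravidin plate; 0% = median of DMSO wells and 100% = 0.3 times that DMSO median; strong numbers were not always called active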
# Target sequence (Q9H3R0 1-420 limits assumed): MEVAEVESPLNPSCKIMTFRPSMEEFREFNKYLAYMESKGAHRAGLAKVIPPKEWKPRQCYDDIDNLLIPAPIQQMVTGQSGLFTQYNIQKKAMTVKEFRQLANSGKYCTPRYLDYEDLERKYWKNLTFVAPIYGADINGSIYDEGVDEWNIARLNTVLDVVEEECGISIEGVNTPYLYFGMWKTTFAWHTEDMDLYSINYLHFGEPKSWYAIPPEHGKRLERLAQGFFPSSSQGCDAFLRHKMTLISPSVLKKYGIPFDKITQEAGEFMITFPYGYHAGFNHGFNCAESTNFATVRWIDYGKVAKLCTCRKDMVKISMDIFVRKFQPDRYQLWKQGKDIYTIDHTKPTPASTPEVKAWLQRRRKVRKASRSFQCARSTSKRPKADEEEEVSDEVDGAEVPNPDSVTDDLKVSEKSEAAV
# RPL19A-GFP yeast – modulators of TOR pathway RPL19A-GFP in S. cerevisiae; 330,000 tested, 0.3% active; S. cerevisiae RPL19A-GFP strain, flow cytometry, 3 h; active compounds read low; percent response vs DMSO, % at 10 µM;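 active means percent response vs DMSO below 50%; inconclusive means fewer than 70 events counted for the yeast strain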;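 further: median channel GFP fluorescence of the barcoded RPL19A-GFP strain; ratio of sample median GFP to plate DMSO average so 100% = DMSO; lower means less RPL19A-GFP as with rapamycin TOR inhibition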
# LAP4 TOR yeast – alters LAP4-GFP fluorescence in TOR pathway yeast screen. S. cerevisiae LAP4-GFP multiplex, flow cytometry GFP, 3 h; median GFP as percent of DMSO wells. GFP response vs DMSO, % at 10 µM. 320,000 tested, 0.34% active;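 active means GFP response vs DMSO above a set limit, about the screen mean plus 3 SD, cut at about 150% in these data; inconclusive means under 70 cell events counted for the yeast strain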
# VLA-4 inh – inhibition in a human VLA-4 binding assay; P13612; 330,000 tested, 0.2% active; VLA-4 expressing cells, ligand binding flow cytometry; AID 2557; inhibition, % (about 7 µM as worked out from the volumes in the protocol); in the data active means inhibition above about 50%
# MEP2-GFP yeast – modulators of TOR pathway MEP2-GFP in S. cerevisiae. GFP response vs DMSO, % at 10 µM. 330,000 tested, 0.51% active. AID 2016. S. cerevisiae MEP2-GFP strain, flow cytometry GFP, 3 h; 100% = DMSO control level;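 active means GFP response versus DMSO above a set limit, roughly screen mean plus 3 SD, cut at about 180% in these data; inconclusive means fewer than 70 cells counted for a yeast strain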;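 further: median GFP fluorescence of the barcode-gated MEP2-GFP cells per well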
# An asterisk follows results filed as active; ? = inconclusive; · = no result given.
SMILES,AGP1-GFP MLPCN,CIT2 TOR yeast,GRK2 aptamer HTS,JMJD2C inh,RPL19A-GFP yeast,LAP4 TOR yeast,VLA-4 inh,MEP2-GFP yeast
Cc1nc(N)c(C#N)c(-c2ccccc2)c1C,102,114,0,8,107,112,-2,99
CC(C)c1cc(-c2cc(C(=O)NCc3ccccc3)on2)nc(NCC2CC2)n1,80,63,0,-16,91,144,-14,92
Cn1c(NC(=O)Cc2cccs2)cc(=O)n(C)c1=O,95,94,2,35,97,97,-3,91
CCN(CC)CCOc1ccc2c(c1)C(=NNC(=O)c1ccccn1)c1cc(OCCN(CC)CC)ccc1-2,94,87,0,-12,91,79,3,88
COc1ccc(-c2nnc(SCCC(=O)O)n2-c2ccccc2)cc1,91,95,2,12,96,98,22,97
CC(C)Oc1ncnc2c1[nH]c1ccccc12,108,108,0,1,99,112,-1,97
Cc1cnc(C)c(N2CCC(C(=O)NC(C)c3cccs3)CC2)n1 (centres undefined),95,89,1,0,97,97,2,92
O=C(C1CCN(Cc2ccc(Cl)cc2)CC1)N1CCN(Cc2ccc3c(c2)OCO3)CC1,100,102,0,2,103,90,2,106
Cn1c(=O)c(C(=O)CSc2nnc(Nc3ccccc3)s2)c(N)n(Cc2ccccc2)c1=O,111,114,0,4,112,116,11,114
O=C(Nc1cccc(C(F)(F)F)c1)c1cccnc1N1CCCC1,101,92,2,-4,97,101,7,101
CCOC(=O)N1CCN(C(=O)CCn2nc(-c3ccccc3)ccc2=O)CC1,100,112,3,-3,102,101,13,116
COc1ccc(NS(=O)(=O)c2ccc(S(=O)(=O)N3CCOCC3)cc2)cc1,112,94,2,-1,108,95,2,105
O=C1C(C2=C(O)c3ccccc3C2=O)=Nc2ccccc21,93,96,1,10,98,86,-286,87
CC(=O)NC1C(OCc2cccc(Br)c2)OC(COC(C)=O)C(OC(C)=O)C1OC(C)=O (centres undefined),103,101,1,5,94,100,18,95
COCCN(Cc1cn(C)nc1-c1ccccc1F)C(C)C,·,83,0,-10,88,86,5,92
O=C1NC[C@H](c2ccccc2)OC(=O)[C@H](Cc2ccc(F)cc2)C/C=C\C[C@@H]1CC(=O)N(CCO)Cc1ccccc1,96,89,0,1,91,94,-5,89
Cc1ccc(-n2nc(C)c3c2OC(N)=C(C#N)C3c2ccncc2)cc1 (centres undefined),102,102,3,10,96,98,12,94
Cc1cc2ccccn2c1C(=O)c1ccc(F)cc1,102,91,5,-39,106,101,-8,105
Cc1csc(N(C(=O)c2ccc(S(=O)(=O)N(C)C)cc2)c2ccccc2)n1,95,103,2,-6,95,88,-6,95
CN(CC(=O)NCc1ccc(F)cc1)CC(=O)Nc1ccc(Cl)c(C(F)(F)F)c1,89,94,26,6,91,94,3,91
CCCC(=O)Nc1sc(Cc2ccccc2)c(C)c1C(N)=O,97,97,0,-4,94,101,-6,91
CC(C)=C(NC(=O)c1ccccc1)C(=O)Nc1ccc(C(=O)O)cc1,99,99,0,7,98,102,-1,94
COc1cc(NC(=S)N2CCCC(C)C2)cc(OC)c1OC (centres undefined),96,98,0,8,96,84,9,94
CCN(CC)C(=O)c1ccc(C(=O)Nc2ccc(F)cc2)cc1,80,69,0,-1,94,125,11,94
CC(C)C(=O)Nc1cccc(-c2nc3ncccc3o2)c1,103,110,2,-1,105,94,8,109
COc1ccc(CC2SC(=Nc3ccc(F)cc3)NC2=O)cc1 (centres undefined),95,93,0,4,93,89,-7,88
O=C(N/N=C\c1ccco1)c1cncc(Br)c1,98,95,2,-5,98,102,-22,96
C=C[C@]1(C)C=C2CCC3[C@](C)(CCC[C@@]3(C)C(=O)O)C2CC1 (some centres undefined),99,95,1,·,97,104,26,96
O=C(Nc1ccccc1Cl)Nc1ccnn1C1CCN(C(=O)c2cscn2)CC1,87,88,7,10,99,80,-13,80
Cn1c(C=O)c(-c2ccc3cc[nH]c3c2)c2ccccc21,87,84,0,5,88,84,8,92
CCC1CCCCN1CCn1c(=S)[nH]c2cc(OC)c(OC)cc2c1=O (centres undefined),96,94,1,-13,94,94,3,91
Cc1ccccc1C(=O)NCC(=O)OCC(=O)NC(C)C1CC2CCC1C2 (centres undefined),100,98,0,1,99,100,6,101
COC(=O)c1ccc2c(=O)[nH]c(CSc3nnc(C(F)(F)F)n3C)nc2c1,101,103,1,-24,100,97,-5,102
Cc1nc(N)ncc1-c1ccc2c(c1)OCO2,93,102,39,2,89,88,0,93
CCOc1ccccc1NC(=O)c1ccc2nccnc2c1,102,101,0,6,101,105,10,108
COc1cc(/C=N/NC(=O)c2cccc(S(=O)(=O)N3CCOCC3)c2)cc(OC)c1O,96,104,0,2,95,88,4,95
Cc1nc(CC(=O)NNS(=O)(=O)c2ccc3ccccc3c2)cs1,88,87,2,-8,99,81,2,94
C=CCN(C(=O)Cn1c(C(=O)OC)cc2oc(C)cc21)c1ccccc1,99,97,0,-1,95,103,-2,102
NC(=S)Nc1cc(Cl)cc(Cl)c1,101,95,2,-5,98,105,15,99
COc1ccccc1OCC(=O)NCc1nc(-c2ccccc2)no1,110,112,1,-1,97,112,13,103
CSc1ccccc1NC(=O)c1noc2c1CCC2,102,99,10,-1,99,103,5,108
CC(C)(C)OC(=O)CNC(=O)c1nc[nH]c1C(=O)NCc1ccccc1,72,66,2,-2,93,125,-4,90
Cc1ccc(C(=O)OCC(=O)Nc2cc(S(C)(=O)=O)ccc2Cl)cc1S(=O)(=O)N1CCCCC1,90,91,0,-1,97,86,3,91
CC(=O)Cc1nsc(NC(=O)C2Cc3ccccc3C(=O)O2)n1 (centres undefined),92,83,1,0,92,101,15,93
Cc1ccc(C(=O)OCC(=O)NCc2cccs2)cc1C,93,88,4,11,93,107,-5,98
CN(CC(=O)O)S(=O)(=O)c1cc(Cl)ccc1Cl,97,96,0,2,94,94,1,97
COC(=O)Nc1ccc2c(c1)N(C(=O)CCN1CCN3CCCC3C1)c1ccccc1S2 (centres undefined),96,94,5,-9,98,100,7,101
COc1cccc(S(=O)(=O)NCC(=O)N2CCCC2)c1,107,110,0,-9,108,104,8,114
CC(C)CCNC(=O)C(=O)NCc1ccccc1,98,100,3,11,96,103,-9,93
c1ccc2c(c1)ncc1cccn12,92,87,0,-3,92,102,6,93
CC(=O)c1ccc(NS(=O)(=O)c2ccc(N/C=C/C(=O)c3ccc(F)cc3)cc2)cc1,104,102,0,-17,106,96,14,107
Cc1ccccc1NC(=O)COC(=O)/C=C/c1cn(-c2ccccc2)nc1-c1cccnc1,112,105,0,-2,110,112,0,110
COc1cc(/C=C2\SC(N)=NC2=O)ccc1OCC(=O)Nc1ccc(C)cc1,107,113,3,-7,109,104,-18,118
CC(C)c1nnc(NC(=O)c2ccc3ccccc3c2)s1,87,94,19,-2,98,89,14,82
CC1CCCC/C1=N\Nc1ccc(S(N)(=O)=O)cc1[N+](=O)[O-] (centres undefined),97,93,0,3,97,95,16,106
O=C(NC1CCN(Cc2ccccc2)CC1)c1cccc(S(=O)(=O)Nc2ccc(SC(F)F)cc2)c1,94,84,0,-19,88,97,30,89
COc1cccc(C(=O)/C=C/Nc2ccc(S(=O)(=O)Nc3cnc4ccccc4n3)cc2)c1,96,102,6,-12,105,96,3,104
CCN1CCN(CC(=O)Nc2ccc(Cl)c(Cl)c2)C(=O)C1=O,99,100,1,141,100,89,15,89
O=S(=O)(c1ccc(S(=O)(=O)N2CCC(O)CC2)cc1)N1CCCC1,100,105,1,-8,104,103,7,103
COCCOc1cc(NC(=O)CS(=O)(=O)CC(=O)N(C)C)c(Cl)cc1Cl,106,102,0,1,98,107,3,109
# Following part:
SMILES,AGP1-GFP MLPCN,CIT2 TOR yeast,GRK2 aptamer HTS,JMJD2C inh,RPL19A-GFP yeast,LAP4 TOR yeast,VLA-4 inh,MEP2-GFP yeast
O=c1cc(CN2CCN(C/C=C/c3ccccc3)CC2)c2cc(O)c(-c3ccccc3)cc2o1,105,101,2,-13,105,102,19,108
Cc1ccc(N/C(N)=N/c2nc3c(c(=O)[nH]2)CCCC3)c(C)c1,108,105,0,4,110,111,15,111
CC(OC(=O)c1c(F)cccc1F)C(=O)NCCC1=CCCCC1 (centres undefined),104,103,0,1,103,97,-3,102
COc1ccc(OC)c(CNS(=O)(=O)c2c(C)nc3scc(C)n3c2=O)c1,97,95,2,-10,94,90,7,95
COc1ccc(CC(=O)N(c2ccccc2)c2nc(C)cs2)cc1,103,107,2,1,103,98,5,103
OC(CNCc1ccc(Cl)cc1)C(F)(F)F (centres undefined),94,86,4,-8,103,86,0,97
CCN(C(=O)COC(=O)c1ccc2c(c1)OCO2)c1ccc(F)cc1,102,108,0,0,106,100,9,108
CCN(CC(=O)Nc1ccc(C(C)=O)cc1)CC(=O)Nc1ccc2c(c1)OCCO2,100,101,1,1,104,96,8,107
Clc1ccc(Nc2ncn[nH]2)cc1,98,95,0,-3,98,103,16,99
COCCOC(=O)C1=C(C)NC(=O)NC1c1c(Cl)nc2c(C)cccn2c1=O (centres undefined),102,101,0,6,99,89,11,99
O=C1NC(Cc2ccccc2)c2nc3ccccc3c(=O)n2-c2ccc(Cl)cc21 (centres undefined),96,99,1,3,96,97,6,93
Cc1ccc(N(CC(=O)Nc2c(C)n(C)n(-c3ccccc3)c2=O)S(C)(=O)=O)c(C)c1,97,92,0,55,96,110,1,93
CCc1nc2c(c(=O)[nH]1)C1(CCCC1)Cc1ccccc1-2,109,101,1,1,103,96,10,108
COc1ccc(C(NC(=O)c2ccc(=O)[nH]c2)C(=O)Nc2ccc(C(C)C)cc2)cc1 (centres undefined),108,103,0,2,96,103,9,103
CCOC(=O)C1(CC)NC(c2ccco2)C2C(=O)N(C)C(=O)C21 (centres undefined),99,·,14,-20,97,89,5,96
COC(=O)c1ccc(OCC(O)CN2CCC(C)CC2)cc1 (centres undefined),96,94,0,2,100,98,36,115
NC(=O)CC(NC(=O)Cc1ccc(Br)cc1)c1ccc(N2CCN(c3ccccc3)CC2)c([N+](=O)[O-])c1 (centres undefined),81,74,0,-3,95,97,6,95
C=CCn1c(CCC(=O)O)ccc1-c1ccccc1,98,85,2,5,95,95,5,95
CC1CN(C(=O)c2ccn(C)n2)CC(C)O1 (centres undefined),102,91,1,7,97,100,-7,90
COc1ccc(CC(=O)O/N=C(\N)c2ccccn2)cc1OC,91,99,0,1,111,71,0,99
COc1ccc(NC(=O)COC(=O)/C=C/c2cnc3ccccc3n2)cc1,98,102,5,5,106,95,7,106
CC1(OC(=O)CCc2ccccc2)C(=O)C=C2C=C(c3ccc(C#N)cc3)N(CCc3ccccn3)C=C2C1=O (centres undefined),81,69,5,3,97,105,42,94
COc1ccc(CNC(=O)Cc2csc(Nc3nc(=S)[nH]c4ccccc34)n2)cc1,103,101,0,?,100,115,-5,105
Cc1ccc(C)c(Nc2c([N+](=O)[O-])cc(C(=O)N3CC(=O)Nc4ccccc43)cc2[N+](=O)[O-])c1,97,98,3,5,92,108,3,99
Cc1cccc(Cl)c1NC(=S)N1CCN(c2ccc([N+](=O)[O-])cn2)CC1,106,101,0,-9,98,105,5,99

# Exported with the structure last: part of the list above
AGP1-GFP MLPCN,CIT2 TOR yeast,GRK2 aptamer HTS,JMJD2C inh,RPL19A-GFP yeast,LAP4 TOR yeast,VLA-4 inh,MEP2-GFP yeast,SMILES
103,101,0,?,100,115,-5,105,COc1ccc(CNC(=O)Cc2csc(Nc3nc(=S)[nH]c4ccccc34)n2)cc1
97,98,3,5,92,108,3,99,Cc1ccc(C)c(Nc2c([N+](=O)[O-])cc(C(=O)N3CC(=O)Nc4ccccc43)cc2[N+](=O)[O-])c1
